Hsp70 act – Hsp70 transcriptional activators, primary screen, cell-based, HeLa, Hsp70 promoter luciferase, luminescence, 10 µM | hit rate 0.04% among 200,000 | HeLa Hsp70 promoter luciferase reporter; scaled: vehicle 0, proteasome-inhibitor control 100% | activation, % at 10 µM;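 active = activation above the mean across all tested compounds plus 3 SD, cutoff set per campaign, cut at about 5.5% in these data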;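 note: 100% = MG132 at 30 µM as the positive control and 0% = DMSO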
Efa HMGR inh – inhibitors of E. faecalis class II HMGR, primary screen, biochemical, Enterococcus faecalis | hit rate 0.41% among 190,000 | purified E. faecalis HMGR, NADPH absorbance 340 nm kinetic | inhibition, % at 10 µM;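 active = inhibition above a set limit, the median over all tested compounds plus 3 SD, cut at about 9.5% in these data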;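 note: enzyme runs in reverse so mevalonate oxidation gives rising NADPH absorbance; 0% = complete reaction with DMSO and 100% = background rate lacking mevalonate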
DTT redox prof – compounds producing H2O2 with reducing agent – biochemical, NIH compound library profiling, artefact control for MLSCN library redox annotation, primary screen; DTT-dependent redox cycling H2O2, phenol red/HRP absorbance; 100% = 100 µM peroxide control, 0% = buffer; activation, % at 10 µM; hit rate 0.03% among 200,000;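 active = activation of at least 50% relative to the plate's high and low controls in the primary single-dose screen; inactive = activation below 50%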;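 note: compound incubated with DTT at 0.8 mM final as the reducing agent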
G6PDH CS – L. mesenteroides G6PDH inhibitors, counter-screen for G6PDH-coupled screening assays, biochemical, Leuconostoc mesenteroides enzyme; Purified L. mesenteroides G6PDH, diaphorase/resazurin coupled fluorescence, 45 min; inhibition, % at 5 µM; hit rate 0.12% among 200,000; AID 1020, 2008; in the data active = inhibition above about 50%
APP 5'UTR act – activators of APP 5'UTR luciferase reporter, primary screen, SH-SY5Y cells; SH-SY5Y APP 5'UTR luciferase reporter, luminescence; zero percent = DMSO vehicle wells; activation, % at 2 µM; hit rate 1% among 190,000; AID 1276, 2008;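 active = activation above a set limit, based on mean plus 3 SD of controls, cut at about 140% in these data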; note: values of inactives mirror those of a sister screen read the other way
APP 5UTR inh – inhibitors of APP translation via 5'UTR reporter, primary screen, APP 5'UTR luciferase, SH-SY5Y cells | SH-SY5Y APP 5'UTR-luciferase reporter, luminescence | inhibition, % at 2 µM | hit rate 0.82% among 190,000 | AID 1285, 2008;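 active = inhibition above a set limit, derived from the sample mean plus 3 SD, cut at about 45% in these data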; note: values of inactives mirror those of a sister screen read the other way
NF-kB expr up – activators of NF-kB expression in neurons, primary screen, cell-based, HTS | hit rate 1.6% among 190,000 | human neuronal cells, NF-kB reporter expression; hits give high values | fold change at 12.5 µM; in the data active = fold change above about 3.3
FLuc inh counter – firefly luciferase enzyme inhibitors, primary screen, artefact control for luciferase-based inhibitor screens, biochemical, luminescence, ATPLite; Luciferin 4-monooxygenase (Photinus pyralis), P08659; 10 min; inhibition, % at 10 µM; hit rate 1.5% among 200,000;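 active = inhibition above about 50% when tested at 10 µM, limit read from the data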
Target sequence (P08659 whole entry, looked up): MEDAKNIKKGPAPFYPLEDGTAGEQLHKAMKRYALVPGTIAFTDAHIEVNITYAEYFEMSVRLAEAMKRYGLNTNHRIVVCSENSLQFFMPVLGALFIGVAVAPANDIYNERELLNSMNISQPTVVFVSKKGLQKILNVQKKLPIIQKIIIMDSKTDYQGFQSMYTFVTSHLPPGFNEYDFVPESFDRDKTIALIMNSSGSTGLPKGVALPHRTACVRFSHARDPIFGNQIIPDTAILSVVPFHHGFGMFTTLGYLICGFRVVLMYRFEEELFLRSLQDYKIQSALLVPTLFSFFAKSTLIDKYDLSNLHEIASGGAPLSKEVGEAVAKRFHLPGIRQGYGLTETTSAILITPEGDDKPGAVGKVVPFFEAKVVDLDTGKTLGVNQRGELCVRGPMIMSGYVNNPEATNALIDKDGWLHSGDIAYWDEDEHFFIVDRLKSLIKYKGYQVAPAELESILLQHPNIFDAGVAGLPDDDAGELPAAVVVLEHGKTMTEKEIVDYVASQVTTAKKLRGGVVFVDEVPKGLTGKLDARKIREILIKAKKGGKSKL
STAT1 activator – STAT1 signaling activators, primary screen, cell-based, HTS, luciferase reporter. NIH 3T3 STAT1-luciferase reporter, IFN-gamma, luminescence; 100% = IFN-gamma alone, no compound. activation (% of control), % at 5.5 µM. hit rate 2.6% among 200,000. AID 932, 2007;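 active = activation above the screen-wide mean activation plus 3 SD, cut at about 130% in these data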;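 note: raw ratio to IFN-gamma control signal so 100% means no change and 0% no light; values of inactives mirror those of a sister screen read the other way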
FLuc stim CS – FLuc activators, initial screening, artefact control for FLuc-dependent activation tests, biochemical, ATPlite luminescence. Luciferin 4-monooxygenase (Photinus pyralis), P08659. AID 1027, 2008. 200,000 tested, under 10 active. activation factor at 10 µM. ATPlite luciferase biochemical, 10 min; 0 = ATP-free wells, 1 = DMSO control;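 active = luciferase activation factor, scaled between plate controls, of at least 2 with compound at 10 µM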
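Assay system – cell-free luciferase reagent · Medium – PBS-based ATP solution · Dosing – test compounds dosed from 2 mM stocks in 100% DMSO · Timing – 10 min, room temperature · Technique – light output (luminescence) · Measure – luminescence gain marking luciferase activators · Controls – No-ATP low control, compound-free enzyme-plus-ATP high control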
An asterisk follows results filed as active; / = no result given.

SMILES | Hsp70 act | Efa HMGR inh | DTT redox prof | G6PDH CS | APP 5'UTR act | APP 5UTR inh | NF-kB expr up | FLuc inh counter | STAT1 activator | FLuc stim CS
CCCCc1ccc(C(=O)NC(C(=O)O)C(C)C)cc1 (centres undefined) | 0.1 | -4 | 1.2 | -11 | 13 | -13 | 1.4 | 0 | 106 | 1
CC(Sc1ncnc2sccc12)C(=O)Nc1ccc(C(N)=O)cc1 (centres undefined) | -0.2 | -1 | 0.7 | -2 | 19 | -19 | 2.7 | -3 | 93 | 1
CCOC(=O)c1ccccc1NS(=O)(=O)c1ccccc1F | -0.4 | -3 | 1.3 | -5 | 4 | -4 | 1.3 | -8 | 100 | 1.1
CC1(C)CC(=O)C2=C(C1)N(c1ccc(F)cc1)C(=O)CC2c1ccsc1 (centres undefined) | -0.3 | 1 | -2.6 | 3 | 10 | -10 | 1.2 | -3 | 89 | 1
CCOC(=O)C1=C(Cc2ccc(Cl)cc2)C(=O)c2ccccc2C1=O | -0.3 | 0 | 0.7 | 55* | -20 | 20 | 1.4 | -1 | 96 | 1
CCc1cc(-c2n[nH]c(=S)n2N)n(C)n1 | -0.2 | -1 | -4.8 | 4 | 8 | -8 | 0.96 | -4 | 98 | 1
C=CCNC(=O)/C(C#N)=C/c1ccc(C(=O)O)cc1 | -0.2 | -1 | -0.3 | 1 | 14 | -14 | 1.2 | -7 | 96 | 1.1
COc1ccc2c(c1)NC(C)(C)C=C2C | -0.3 | -1 | -1.9 | 13 | 0 | 0 | 1.2 | -6 | 103 | 1.1
CCOC(=O)/C(C#N)=N/Nc1ccc(S(=O)(=O)N2CCc3ccccc32)cc1 | -0.2 | 3 | 0.9 | 0 | 6 | -6 | 0.44 | -3 | 90 | 1
COC(=O)c1c(NC(=S)Nc2cc(OC)c(Cl)cc2OC)sc2c1CCCCC2 | -0.3 | -7 | -0.1 | 8 | -8 | 8 | 1.2 | -4 | 104 | 1
CCOC(=O)CNC(=O)C(Cc1ccccc1)NS(=O)(=O)c1ccc2c(c1)CCC(=O)N2 (centres undefined) | -0.2 | / | 0.0 | / | -4 | 4 | / | / | 102 | /
Cc1cc(C)c(C(=O)CSc2n[nH]c(=O)n2C2CC2)cc1C | -0.3 | 0 | -0.6 | 2 | 5 | -5 | 0.84 | -8 | 99 | 1.1
O=C(Nc1ccc2nc(-c3cccnc3)[nH]c2c1)C12CC3CC(CC(C3)C1)C2 | 0.0 | 0 | 0.2 | -1 | 0 | 0 | 0.51 | 29 | 104 | 0.7
O=C1c2ccccc2-c2c1cccc2C(=O)N1CCCCC1 | -0.4 | -5 | -0.8 | 7 | 2 | -2 | 1 | -8 | 94 | 1.1
O=C(CSc1ccccn1)N/N=C/c1c[nH]c2ccccc12 | 0.2 | -3 | -0.5 | 1 | -3 | 3 | 1.3 | 0 | 94 | 1
O=C(CCc1c[nH]c2ccccc12)NCC1COc2ccccc2O1 (centres undefined) | -0.2 | -1 | 0.0 | 4 | 16 | -16 | 0.84 | 3 | 106 | 1
Cc1cc(C)cc(N2C(=O)CSC2c2ccccn2)c1 (centres undefined) | 2.5 | -3 | -0.7 | 10 | 0 | 0 | 1 | -7 | 106 | 1.1
O=C(COC(=O)C1CC2C=CC1C2)Nc1cccc(S(=O)(=O)N2CCCCC2)c1 (centres undefined) | -0.1 | -3 | -0.7 | -2 | -15 | 15 | 1.2 | -7 | 93 | 1.1
O=C(Nc1nc(-c2ccncc2)cs1)C1COc2ccccc2O1 (centres undefined) | 0.0 | -9 | -0.5 | -11 | 19 | -19 | 1.2 | -9 | 116 | 1.1
O=C(COc1ccc(N2C(=O)c3ccccc3C2=O)cc1)c1ccccc1 | -0.4 | 0 | 0.2 | 7 | -1 | 0 | 1.1 | -2 | 90 | 1
CC#CC(=O)N1CCC(CCc2ccccc2)(C(=O)OCC)CC1 | -0.2 | -2 | 0.1 | 4 | 12 | -12 | 0.83 | -8 | 105 | 1.1
COC(=O)c1c(C)cc(OC(C)=O)c(C)c1OC(C)=O | -0.1 | 2 | 0.1 | 2 | 4 | -4 | 1.1 | -5 | 96 | 1.1
COc1ccc(OC)c(-n2nnnc2SCC(=O)O)c1 | -0.1 | 4 | 0.1 | 5 | -16 | 16 | 1.2 | -2 | 98 | 1
Cc1ccccc1C(=O)c1cccn1CC(=O)NCc1ccccc1 | -0.2 | 0 | 0.9 | 2 | 27 | -27 | 1.1 | -1 | 102 | 1
O=C(O)c1cccc(CSc2nnc(Cc3ccccc3)o2)c1 | -0.6 | -7 | -3.0 | 1 | 4 | -4 | 1.9 | 2 | 94 | 1

The list goes on; the last four above are carried over.
SMILES | Hsp70 act | Efa HMGR inh | DTT redox prof | G6PDH CS | APP 5'UTR act | APP 5UTR inh | NF-kB expr up | FLuc inh counter | STAT1 activator | FLuc stim CS
COC(=O)c1c(C)cc(OC(C)=O)c(C)c1OC(C)=O | -0.1 | 2 | 0.1 | 2 | 4 | -4 | 1.1 | -5 | 96 | 1.1
COc1ccc(OC)c(-n2nnnc2SCC(=O)O)c1 | -0.1 | 4 | 0.1 | 5 | -16 | 16 | 1.2 | -2 | 98 | 1
Cc1ccccc1C(=O)c1cccn1CC(=O)NCc1ccccc1 | -0.2 | 0 | 0.9 | 2 | 27 | -27 | 1.1 | -1 | 102 | 1
O=C(O)c1cccc(CSc2nnc(Cc3ccccc3)o2)c1 | -0.6 | -7 | -3.0 | 1 | 4 | -4 | 1.9 | 2 | 94 | 1
Cc1ccc(/C=N/NC(=O)CNC(=O)c2cccc([N+](=O)[O-])c2C)o1 | -0.4 | -3 | -1.3 | -2 | -4 | 4 | 0.96 | 2 | 99 | 1
COc1ccc(NC(=O)COC(=O)Cn2nnc3ccccc32)cc1 | -0.3 | -4 | -1.2 | -4 | -12 | 12 | 1.3 | -4 | 100 | 1
O=C(CC1CCCC1)NCCc1cn2ccccc2n1 | 1.3 | -2 | -0.2 | 4 | -3 | 3 | 1.1 | -2 | 103 | 1
Cc1cc(C)cc(N(CC(=O)NC(C)(C)C)C(=O)CNC(=O)c2cccs2)c1 | -0.6 | -3 | -0.5 | 11 | 21 | -21 | 1 | 0 | 90 | 1
O=C(COc1ncnc2c(Cl)cc(Cl)cc12)NCCC1=CCCCC1 | -0.5 | -2 | 0.2 | 2 | -4 | 4 | 0.86 | -4 | 96 | 1
Cc1cc(C)n(-c2nc(SCCN(C)C)c3c4c(sc3n2)COC(C)(C)C4)n1 | -0.3 | -4 | 1.1 | 3 | 1 | -1 | 0.83 | 2 | 93 | 1
Cc1ccc(S(=O)(=O)NCCC(=O)O)cc1 | -0.5 | -3 | 0.0 | -4 | -18 | 18 | 1.3 | -4 | 88 | 1
CC(C)(C)C1CCC(OC(=O)c2cncc(Br)c2)CC1 (centres undefined) | -0.4 | -9 | -1.8 | 7 | 67 | -67 | 1.1 | 4 | 99 | 1
COc1ccc2cc(CN(CC3CCCO3)S(=O)(=O)c3ccccc3)c(=O)[nH]c2c1 (centres undefined) | -0.3 | -4 | 0.0 | -4 | 4 | -4 | 1.1 | -5 | 102 | 1.1
CC1CCCCC1NC(=O)c1ccc(S(=O)(=O)N2CCCC2)cc1 (centres undefined) | -0.2 | -2 | -0.2 | 2 | -20 | 20 | 0.99 | -9 | 96 | 1.1
CCNC(=O)Nc1ccc(OC)cc1OC | -0.2 | -1 | 0.0 | 4 | -50 | 50* | 0.98 | -2 | 97 | 1
CCN(CC)CCCNC(=O)c1cc2nc3c(c(C(F)(F)F)n2n1)CCc1ccccc1-3 | -0.4 | -4 | -0.5 | -3 | -7 | 7 | 1.1 | -8 | 107 | 1.1
CCCCCCSc1nnc(-c2cnn(-c3ccccc3)c2-n2cccc2)n1C | -0.4 | 1 | 0.5 | 2 | / | / | 0.8 | -13 | 89 | 1.1
O=C(c1ccccc1NS(=O)(=O)c1ccccc1[N+](=O)[O-])N1CCOCC1 | 0.1 | 2 | 0.3 | 1 | 15 | -15 | 0.93 | 2 | 98 | 1
N#CC1=C(N)SC(N)=C(C#N)C1Cc1ccccc1 | -0.2 | 0 | -0.6 | 3 | -27 | 27 | 0.82 | -3 | 86 | 1
CCc1ccc(NC(=O)CC2C(=O)N(c3cccc(C)c3)C(=O)N2C2CC2)cc1 (centres undefined) | -0.1 | 0 | -2.1 | 10 | 19 | -19 | 1 | 1 | 96 | 1
O=C(Nc1cccc(F)c1)C1CCCN1S(=O)(=O)c1cccc2cccnc12 (centres undefined) | 0.1 | -2 | -1.7 | 15 | -10 | 10 | 1.1 | -7 | 94 | 1.1
O=C(CSc1nnc(-c2cccc(Cl)c2)o1)Nc1ccc2c(c1)OCCO2 | 0.2 | -4 | 0.1 | 6 | 159* | -159 | 1.8 | -4 | 107 | 1
CC(=O)OC(C(=O)NC1CCCCC1)c1ccccc1F (centres undefined) | -0.1 | -1 | -0.8 | 12 | 0 | 0 | 1.4 | 1 | 100 | 1
CC(=O)Nc1ccc(NC(=O)/C=C/c2ccc(Cl)cc2)cc1 | -0.1 | -4 | -0.5 | 3 | -6 | 6 | 1.3 | -3 | 92 | 1
CCn1c(=O)cc(O)c2ccccc21 | 0.1 | -7 | 1.9 | 8 | -4 | 4 | 1.1 | -7 | 99 | 1.1
CSc1cccc(NC(=O)CN(c2cc(C)ccc2C)S(C)(=O)=O)c1 | 0.1 | -4 | -9.3 | -2 | -5 | 5 | 0.88 | -4 | 101 | 1
Cc1cc(C)cc(N(C(=O)c2ccc(Br)o2)C2C=CS(=O)(=O)C2)c1 (centres undefined) | 0.1 | 0 | -0.4 | 14 | 1 | -1 | 1.1 | -6 | 100 | 1.1
O=C(Cc1cccc2ccccc12)NCC1CCCO1 (centres undefined) | -0.5 | -3 | 0.9 | 4 | -1 | 1 | 1.2 | -2 | 103 | 1
O=C(CN1CCN(c2ccccc2F)CC1)c1ccc2cc[nH]c2c1 | 0.5 | -1 | -2.8 | 8 | 9 | -9 | 1.1 | -5 | 99 | 1
O=C(Cc1ccc(S(=O)(=O)N2CCOCC2)s1)Nc1ccc2c(c1)CCC2 | 0.0 | -5 | 2.3 | 1 | 38 | -38 | 0.64 | -5 | 89 | 1
COc1cc(/C=C2/SC(=NCc3ccccc3)N(Cc3ccccc3)C2=O)ccc1O | 0.2 | -4 | 0.0 | -6 | -13 | 13 | 1.3 | -9 | 100 | 1.1
COc1ccc(NC(=S)N2CCN(CCN=CC3=C(O)CC(c4ccccc4)CC3=O)CC2)cc1 (centres undefined) | -0.4 | 3 | / | -5 | 26 | -26 | 1.3 | -3 | 103 | 1
